Assay outcomes (PubChem)
LDHA inh: blocks human lactate dehydrogenase A. P00338. purified LDHA, NADH/diaphorase-resazurin fluorescence; hits give low values. activity change, % (values are at about 110 or 230 µM). 480,000 tested, 0.15% active. AID 1347041; in the data active = activity change below about -30%; inconclusive = mostly about -25% to -30%;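 also: plate controls were DMSO wells for no effect and wells without enzyme for full effect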
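Human LDH5 at 2 nM final in Tris HCl pH 7.4 with 0.06 mM NADH and 0.2 mM pyruvate, reacted 5 minutes at room temperature. Remaining NADH coupled via diaphorase/resazurin; resorufin fluorescence read at 0 and 20 minutes, normalized to enzyme-free and DMSO wells.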
Active calls of the source: *; ? = inconclusive.

SMILES	LDHA inh
CCC(=O)Nc1ccc(NC(=O)c2cn(C)c3ccccc23)cc1	-9
COc1ccc(S(=O)(=O)[C@H]2CS(=O)(=O)C[C@@H]2NCc2cccnc2)cc1	-3
CC(C)CC(NC(N)=O)C(=O)Nc1ccc2c(c1)CCC2 (configuration not stated)	4
CCOC(=O)[C@]12CCCC=C1N(CCc1ccc(OC)c(OC)c1)C(=O)[C@H](CC(=O)NCCCCc1ccccc1)C2	1
CCCCNC(=O)c1nc(-c2cc3ccccc3[nH]2)oc1-c1ccccc1	-5
CCCN1CCc2nc(N)c(C#N)c(-c3cc(OC)c(OC)c(OC)c3)c2C1	1
O=C(NC(c1ccccc1)c1ccccn1)C1CCN(CC(F)(F)F)CC1 (configuration not stated)	0
NC(=O)C1CCN(c2nnc(-c3ccc(Br)cc3)s2)CC1	-9
O=C(CNC(=O)c1ccc([N+](=O)[O-])cc1)OC(C(=O)Nc1cc(C(F)(F)F)ccc1Cl)c1ccccc1 (configuration not stated)	-3
CCC(=O)c1ccc(OC)c(Cl)c1	-11
O=C(NC1CCCC1)C(c1ccccc1)n1c(-c2cccs2)nc2ccccc21 (configuration not stated)	-1
CCc1ccc(CCC(=O)NCC2CCCO2)cc1 (configuration not stated)	-10
COc1ccc(-c2c(C)c3cc(OS(=O)(=O)c4ccccc4)ccc3oc2=O)cc1	-1
CCCCc1cc(=O)oc2cc(OCC(=O)O)ccc12	-2
N#C/C(=C/c1cccnc1)C(=O)NCCc1ccccc1	1
CCCc1cc(=O)[nH]c(SCc2nnc(-c3cc(OC)c(OC)c(OC)c3)o2)n1	-2
Cc1cc(N(C)C)nc(N2CCN(C(=O)Nc3ccccc3)CC2)n1	6
CCn1nc(C(=O)Nc2c(F)c(F)c(F)c(F)c2F)c2ccccc2c1=O	12
CC(O)CNc1nc2c(c(=O)n(C)c(=O)n2C)n1Cc1ccccc1 (configuration not stated)	-2
CC(C)C(=O)N1N=C(c2ccco2)CC1c1ccc2nccnc2c1 (configuration not stated)	-7
NC(=O)NC(=O)CCN1CCOC(c2cccc(Br)c2)C1 (configuration not stated)	0
CCc1ccccc1NCC(=O)Nc1sc2c(c1C#N)CCCCC2	10
O=C1CN(C(=O)c2cc(-c3cccnc3)nc3ccccc23)CCN1	-6
Cc1nc(Oc2ccc(F)cc2)c2c(C)c(C)sc2n1	-1
Cc1ccc(-c2cc(C(=O)NC3CCC(C)CC3)c3ccccc3n2)cc1C (configuration not stated)	2
CC1CCN(Cc2ccc(CNc3ncccc3C#N)cc2)CC1	10
Cc1ccccc1N=C1Nc2cccc3cccc1c23	14
COc1ccc(S(=O)(=O)Oc2ccc3c(c2)O/C(=C\c2ccc(C(C)(C)C)cc2)C3=O)cc1	13
COCCn1c(=O)c2c(nc(-n3nc(C)cc3C)n2CC(C)C)n(C)c1=O	-10
COc1ccc(-c2cc(C(=O)OCC3CCCO3)c3ccccc3n2)cc1OC (configuration not stated)	3
O=C(CCC(=O)c1cccs1)Nc1ccc(N2CCOCC2)cc1	-6
Brc1ccc(Oc2ccc3nnnn3n2)cc1	-7
CCNC(=O)NC(=O)C(C)OC(=O)c1ccc2ccccc2n1 (configuration not stated)	-1
O=C(Nc1nc(-c2ccc(F)c(F)c2)cs1)C1CCCN(C(=O)c2ccoc2)C1 (configuration not stated)	3
COc1ccc(C(NC(=O)COc2ccccc2)c2nccn2C)cc1 (configuration not stated)	-7
CNC(=O)c1nn(CC(=O)NCCc2ccc(F)cc2)c(=O)c2ccccc12	0
COCCNC(=O)Cc1nn(C)c(=O)c2ccccc12	-1
COc1ccc2c(COC(=O)c3ccc(OCC4CCCO4)cc3)cc(=O)oc2c1 (configuration not stated)	0
N#CC1(C(=O)OCC(=O)Nc2ccc(N3CCOCC3)cc2)CCCC1	-4
COc1cc(NC(=O)Nc2ccc(F)c(-c3nnc(-c4ccccc4)o3)c2)cc(OC)c1OC	12
COc1ccccc1-c1nnc(SC(C(=O)N2CCOCC2)c2ccccc2)n1C1CCCCC1 (configuration not stated)	5
CC(C)NC(=O)C(=O)N1CCN(c2ccnc3c(F)ccc(F)c23)CC1	-6
CCN1CCN(C(=O)c2cnc(N3CCOCC3)c3ccccc23)CC1	-1
O=C(Nc1cccc(Br)c1)C1CCN(S(=O)(=O)Cc2ccccc2)CC1	5
CC1CCN(S(=O)(=O)c2ccc(NC(=O)c3cc(=O)c4cc(Cl)ccc4o3)cc2)CC1	3
CCOc1ccc(NS(=O)(=O)c2ccc3c(c2)N(CC(=O)OC)C(=O)CS3)cc1	-5
Cc1ccc(C(CCNCc2ccccc2)c2ccco2)cc1 (configuration not stated)	-3
COCC(C)NC(=O)CSc1nc2ccccc2nc1C (configuration not stated)	4
CC(=O)Nc1ccc2oc(-c3ccc(C)c(Cl)c3)nc2c1	2
O=C(NC(C(=O)c1ccccc1)N1CCCCC1)c1cccs1 (configuration not stated)	4
CCOc1cc(OCC)cc(C(=O)N2CCC[C@H]2C(=O)N2CCC[C@H]2C(=O)NCc2ccc(F)cc2F)c1	-4
Cc1nc2ccc(C(=O)NCC3CCN(C(C)C)C3)cc2nc1C (configuration not stated)	-2
CCOC(=O)c1c(C)c(-c2ccccc2)n(CC(=O)NCCN2CCCCC2CC)c1C (configuration not stated)	-2
CC(=O)C1(C)N(O)C(C)(C)C(c2ccc(Cl)c(C)c2)=[N+]1[O-] (configuration not stated)	-4
FC(F)(F)c1cccc(CSc2nc(-c3ccccc3)c3ccccc3n2)c1	5
Cc1ccc(S(=O)(=O)N2CCC(C(=O)NCc3cnn(-c4ccccc4)c3)CC2)cc1C	2
CCOC(=O)N1CCC(NC(=O)c2cc3cc(C)ccc3[nH]2)CC1	-1
CCCCCCC(C)NCc1cccc2ccccc12 (configuration not stated)	3
c1csc(-c2nnc3n2C2(CCCC2)Cc2ccccc2-3)c1	-5
CN(C)Cc1nnc(-c2ccc(Br)o2)o1	2

Additional results:
SMILES	LDHA inh
CCCCNc1c(CC(C)C)nc2nc(C)cc(C)n12	-1
CCOC(=O)c1cnc(SCc2nc(-c3ccccc3Cl)oc2C)nc1N	4
O=C(/C=C/c1cccc(Cl)c1)c1cccc(O)c1	1
O=C(CCCN1C(=O)C(c2ccccc2)Oc2cccnc21)NC1CCCCC1 (configuration not stated)	3
CCOC(=O)C1CCCN(S(=O)(=O)NCc2ccnc(Oc3ccc(OC)cc3)c2)C1 (configuration not stated)	12
CCc1cc(=O)oc2c(C)c(OCC(=O)NCc3ccncc3)ccc12	-2
CC(NC(=O)C1CCN(C(=O)C(C)(C)C)CC1)C1CC1 (configuration not stated)	-5
O=C(CCSc1nnc(NC2CC2)s1)Nc1ccccc1F	2
CNCCCNC(=O)/C(=N\O)c1ccccc1	10
O=C(CSc1nc2cc([N+](=O)[O-])ccc2o1)NCc1ccccc1F	-10
Cc1ccc(NC(=O)C(=O)c2c(C)[nH]c3ccccc23)cc1	27
O=C(Cc1cccc(C(F)(F)F)c1)NCC1(N2CCCCC2)CCCCC1	1
Cc1ccc(-c2nc(CS(=O)Cc3ccccc3)co2)cc1 (configuration not stated)	1
COC(=O)C(N)Cc1ccc2ccccc2c1 (configuration not stated)	4
CCCC12CN(C(C)=O)CC(CCC)(CN(C(C)=O)C1)C2=O	-1
Cc1ccc(CN(C)C(=O)c2nn(Cc3ccccc3)c(=O)c3ccccc23)o1	9
O=C(O)c1ccc(-c2ccc(CNC3CCCC3)o2)cc1	-3
O=C(Cc1n[nH]c(=O)c2ccccc12)NCC(=O)NC1CC1	1
COc1ccccc1CC(=O)NC(c1ccccc1)c1ccccc1	12
Nc1ccc([N+](=O)[O-])cc1C(=O)O	-2
COc1ccc(-c2nc(SC(C)C(=O)NC(=O)NC3CCCCC3)n[nH]2)cc1 (configuration not stated)	12
Cn1nc(C(=O)NC(Cc2ccccc2)c2ccccc2)c2ccccc2c1=O (configuration not stated)	3
CC(C)CNC(=O)c1cc2cc(N(C)S(C)(=O)=O)ccc2s1	-2
Nn1c(SCC(=O)NCc2ccc(Cl)cc2)nnc1-c1ccco1	-1
Cc1ccc(Cl)cc1NC(=O)C(C)NS(=O)(=O)c1ccc2c(c1)CCN2C(=O)N1CCCC1 (configuration not stated)	4
COCCCNc1nc2ccccc2nc1C(C#N)C(=O)OC (configuration not stated)	29
COC(=O)N(C)CC(=O)NC1CCCCC1C (configuration not stated)	4
CCCCCCn1cc(CN(C)C2CN(Cc3cn(CCCCCC)nn3)S(=O)(=O)C2)nn1 (configuration not stated)	6
Cc1cc(C)c(S(=O)(=O)N2CCC(n3c(CC(C)C)nc4cccnc43)CC2)c(C)c1	5
CC(=O)Oc1cccc(C(=O)Nc2ccc(-c3nc4cc(C)ccc4o3)cc2)c1	-5
COc1ccc2c(c1)cc(C(=O)NCCOc1ccccc1)n2C	14
COc1ccc(C(CNC(=O)c2cccc3c(=O)c(C)c(-c4ccccc4)oc23)N(C)C)cc1 (configuration not stated)	0
O=C(Cn1ccc(=O)[nH]c1=O)Nc1cnc2ccccc2c1	4
Cn1c(=O)n(Cc2ccccc2)c(=O)c2sc3c(c21)COC(C)(C)C3	-11
CC(C)Cn1cnc2c1c(=O)n(CC(=O)Nc1cccc(C(F)(F)F)c1)c(=O)n2Cc1ccccc1	-3
CCC(=O)NC(c1ccc(Br)o1)c1cc(Cl)c2cccnc2c1O (configuration not stated)	8
Cc1ccc(C(=O)c2c(N)c(-c3nc4ccccc4[nH]3)c3ccccn23)cc1	20
FC(F)(F)c1cccc(Cn2ccc3ccccc32)c1	10
COc1ccc(NS(=O)(=O)c2ccc3c(c2)NC(=O)CS3)cc1	9
Cc1cccc2c(=O)c(-c3ccccc3)c(NC(=O)c3cccc([N+](=O)[O-])c3)oc12	-6

5 entries from above, ordered by molecular weight, descending.
SMILES	LDHA inh
CC(C)Cn1cnc2c1c(=O)n(CC(=O)Nc1cccc(C(F)(F)F)c1)c(=O)n2Cc1ccccc1	-3
Cc1ccc(Cl)cc1NC(=O)C(C)NS(=O)(=O)c1ccc2c(c1)CCN2C(=O)N1CCCC1 (configuration not stated)	4
COc1ccc(C(CNC(=O)c2cccc3c(=O)c(C)c(-c4ccccc4)oc23)N(C)C)cc1 (configuration not stated)	0
Cc1cc(C)c(S(=O)(=O)N2CCC(n3c(CC(C)C)nc4cccnc43)CC2)c(C)c1	5
Cc1ccc(C(=O)c2c(N)c(-c3nc4ccccc4[nH]3)c3ccccn23)cc1	20

In a second layout: entries from further up
| Structure | LDHA inh |
| --- | --- |
| CC(=O)Oc1cccc(C(=O)Nc2ccc(-c3nc4cc(C)ccc4o3)cc2)c1 | -5 |
| COc1ccc(NS(=O)(=O)c2ccc3c(c2)NC(=O)CS3)cc1 | 9 |

Next entries follow.
SMILES	LDHA inh
CCOC(=O)Cc1c(-c2cccc(Cl)c2)nc2c3ccccc3ccn12	2
Cc1ccc2[nH]c(=O)c(CN(C)C(=O)c3ccc(C(C)(C)C)cc3)cc2c1	-5
COC(CNC(=O)CNC(=O)OCc1ccccc1)c1ccccc1 (configuration not stated)	7
C/C=C/Cn1c(SCc2ccc(F)cc2)nc2c1c(=O)[nH]c(=O)n2C	0
CCC(C)Sc1ccc(NC(C)=O)c(C)c1 (configuration not stated)	3
O=C(C1=NOC2(C1)C(=O)N(Cc1ccccc1)c1ccccc12)N1CCOCC1 (configuration not stated)	-3
COC(=O)CNC(=O)CC12CC3CC(CC(C3)C1)C2	-3
COc1cccc(C(=O)N2CCN(c3oc(-c4ccccc4)nc3C#N)CC2)c1	-6
CCCCn1nc(C(=O)Nc2ccc(C)cc2Br)c2ccccc2c1=O	5
Cc1ccsc1C(=O)OCC(=O)Nc1ccc(Cl)c(C(F)(F)F)c1	9
Cc1ccc(-c2noc(CCC(=O)Nc3cccc(S(=O)(=O)NC4=NCCC4)c3)n2)cc1	-10
O=C(Nc1ccc(F)c(F)c1F)c1ccccc1-c1ccccc1	7
Cc1cccc(N2CCN(C(=O)c3ccc(CNS(=O)(=O)c4ccc5ccccc5c4)cc3)CC2)c1	2
Cc1cc(=O)oc2cc(OCC(=O)N(C)C3(C#N)CCCCC3)c(Cl)cc12	-1
O=C(Nc1cc(C(F)(F)F)ccc1Cl)C1=C(c2ccccc2)S(=O)(=O)CCO1	-6
Cc1cccc(NC(=O)NC2CCSc3ccccc32)c1 (configuration not stated)	-19
O/N=C/c1ccc(OCc2ccccc2)c(OCc2ccccc2)c1	11
Nc1cc(Sc2ccccn2)cc([N+](=O)[O-])c1	11
COc1ccc(C(=O)Oc2ccc3c(c2)O/C(=C\c2ccc(C(C)(C)C)cc2)C3=O)cc1OC	7
O=C(/C=C/c1c(F)cccc1F)c1cc2ccccc2o1	1

Looked up above:
C/C=C/Cn1c(SCc2ccc(F)cc2)nc2c1c(=O)[nH]c(=O)n2C in LDHA inh shows 0
CC(NC(=O)C1CCN(C(=O)C(C)(C)C)CC1)C1CC1 (configuration not stated) in LDHA inh shows -5
CCCCc1cc(=O)oc2cc(OCC(=O)O)ccc12 in LDHA inh shows -2

(next part)
SMILES	LDHA inh
Cn1c(=O)c2c(ncn2CC(=O)OC(C)(C)C)n(C)c1=O	4
CC(=O)NNC(=S)NCc1ccccc1	-5
COc1ccc(CCNC(=O)c2ccc3c(c2)CCC(=O)N3)cc1OC	?
CCCCCCn1nc(C(=O)Nc2nc(-c3ccc(NC(C)=O)cc3)cs2)c2ccccc2c1=O	0
COc1ccc(NC(=O)CCc2nnc3ccc(NCc4ccccc4Cl)nn23)cc1	3

Reprinted at random: five compounds from above, in no set order.
SMILES	LDHA inh
COc1cccc(C(=O)N2CCN(c3oc(-c4ccccc4)nc3C#N)CC2)c1	-6
CCCCc1cc(=O)oc2cc(OCC(=O)O)ccc12	-2
CCCCNC(=O)c1nc(-c2cc3ccccc3[nH]2)oc1-c1ccccc1	-5
Cc1cc(C)c(S(=O)(=O)N2CCC(n3c(CC(C)C)nc4cccnc43)CC2)c(C)c1	5
COc1ccc(C(=O)Oc2ccc3c(c2)O/C(=C\c2ccc(C(C)(C)C)cc2)C3=O)cc1OC	7

Only part of the results is shown, so the mix of outcomes need not match the whole.
